# D3 ag: activates the human D3 dopamine receptor. max activation, %. D3R DiscoveRx beta-arrestin cells, luminescence, 90 min. 410,000 compounds, 0.58% hits. AID 652048. P35462; in the data active = max activation above about 30%; also: 0% is about no effect; mostly tested at two doses, the higher about 12 µM
# Target sequence (P35462 whole entry, looked up): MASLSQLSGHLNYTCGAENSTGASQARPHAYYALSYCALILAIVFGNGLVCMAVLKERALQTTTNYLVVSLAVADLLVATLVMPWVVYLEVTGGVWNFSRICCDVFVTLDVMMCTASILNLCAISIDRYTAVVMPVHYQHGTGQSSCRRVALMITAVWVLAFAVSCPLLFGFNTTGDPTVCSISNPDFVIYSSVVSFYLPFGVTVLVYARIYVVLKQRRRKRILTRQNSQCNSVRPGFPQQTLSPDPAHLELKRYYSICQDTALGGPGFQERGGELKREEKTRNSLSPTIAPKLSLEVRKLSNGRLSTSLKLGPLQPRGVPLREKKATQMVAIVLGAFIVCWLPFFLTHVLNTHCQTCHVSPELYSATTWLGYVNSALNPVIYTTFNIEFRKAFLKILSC
#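 Agonist mode: compounds and dopamine controls were applied to plated cells for 90 min at 37 degrees C after an overnight attachment at 1500 cells/well. Luminescent read-out followed 30 - 60 minutes at room temperature with DiscoveRx detection reagent.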
# EPAC2 antag: antagonists of human EPAC2; EPAC2 GEF exchange of Rap1B-BODIPY-GDP, fluorescence; 360,000 compounds, 0.18% hits; Q8WZA2; AID 720708; Potency, µM (series often up to 114 µM), without a hit: at the top dose activity, negative = inhibition, usual class: inhibitors; also: potency is read from the fitted curve at half-maximal effect; % is scaled to controls: 0 for no effect and ±100 for the full control effect; nearly all actives have a fitted effect of over 45% in size; many of its hits are not listed in these tables
# CCT chaperon mod: modulators of cytosolic chaperonin (CCT/TRiC) activity; purified chaperonin ATPase assay, HTRF ADP detection, 30 min; activity change, % (test concentration not listed), hits read low; 360,000 compounds, 0.3% hits; AID 651819; in the data active = activity change below about -30%; also: % is scaled to controls: 0 for no effect and ±100 for the full control effect
#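 First, chaperonin was dispensed at 40 nM or 20 nM final depending on batch activity. Next, compounds were pinned at 76 uM and ATP added at 10 uM. After 30 min at 37 °C, ADP detection reagents ran 30 min at ambient temperature.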
# Mm-Cpn inhibitor: inhibitors of Methanococcus maripaludis chaperonin (MmCpn); AID 504842; Potency, µM (doses to about 76.9 µM), for inactives: at the highest dose activity, negative = inhibition, usual class: inhibitors; 330,000 compounds, 0.031% hits; purified Mm-Cpn ATPase, ADP Transcreener TR-FRET; also: potency is read from the fitted curve at half-maximal effect; % is scaled to controls: 0 for no effect and ±100 for the full control effect; nearly all actives have a fitted effect of over 80% in size
#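 Purified archaeal Mm-CPN (25nM final) preincubated 10 min at 37degC with compound, then 10uM ATP for 30 min at 37degC; ADP measured by HTRF Transcreener TR-FRET; buffer 30 mM TRIS pH 7.4, 100mM KCl, 5mM MgCl2, 1mM DTT.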
# PTHR1 ag: activates the human parathyroid hormone receptor PTHR1; HEK293 GP2 PTHR1 cells, GloSensor cAMP luminescence, 1 h; Potency, µM (titrated, usually from 115 µM), without a hit: top-dose activation, actives largely listed as activators; 410,000 compounds, 0.075% hits; AID 743266; also: potency is read from the fitted curve at half-maximal effect; nearly all actives have a fitted effect of over 55% in size; some results filed as inactive show a strong effect at the top dose; inactives centre near -15; many of its hits are not listed in these tables
# Target sequence (Q03431 whole entry, looked up): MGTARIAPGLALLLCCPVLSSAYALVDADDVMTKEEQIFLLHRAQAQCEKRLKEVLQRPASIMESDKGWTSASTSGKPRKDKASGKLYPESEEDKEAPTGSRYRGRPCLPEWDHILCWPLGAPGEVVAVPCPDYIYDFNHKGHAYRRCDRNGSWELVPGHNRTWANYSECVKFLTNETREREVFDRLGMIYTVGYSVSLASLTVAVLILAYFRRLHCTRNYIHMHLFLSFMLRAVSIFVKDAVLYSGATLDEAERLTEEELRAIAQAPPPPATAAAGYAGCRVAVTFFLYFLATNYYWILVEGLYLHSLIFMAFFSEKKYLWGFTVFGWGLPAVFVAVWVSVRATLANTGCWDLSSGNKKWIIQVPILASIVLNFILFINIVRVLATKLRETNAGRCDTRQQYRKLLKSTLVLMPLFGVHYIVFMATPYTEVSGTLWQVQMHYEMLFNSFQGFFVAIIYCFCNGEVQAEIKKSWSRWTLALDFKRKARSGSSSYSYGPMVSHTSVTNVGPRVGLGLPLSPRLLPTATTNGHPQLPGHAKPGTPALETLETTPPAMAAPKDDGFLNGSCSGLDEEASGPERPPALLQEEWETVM
#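 HEK-293-derived GP2 cells expressing PTHR1 and a GloSensor cAMP reporter, 3,000/well, plated overnight, given luciferin plus IBMX (each 0.5 mM as added) for 1 h at 37 °C, then compound for 1 h at 37 °C. Luminescence was read after 15 min at room temperature.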
# EPAC2 ag: activates human EPAC2 exchange factor. Q8WZA2. EPAC2 activation, biochemical qHTS; response scale: 100% = 6.5 mM cAMP response. Potency, µM (doses to about 154 µM), for inactives: at the top dose activation, most hits filed as activators. 360,000 compounds, 0.079% hits; also: potency is read from the fitted curve at half-maximal effect; nearly all actives have a fitted effect of over 50% in size
#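 Compounds were titrated in qHTS against a Rap1B-BODIPY-GDP (250 nM) complex with EPAC2 (100 nM) and GDP (50 uM). BODIPY-GDP release tracked at 480/540 nm over 30 min at room temperature, normalized to 6.5 mM cAMP.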
# D3 antag: D3 dopamine receptor (human) antagonism | P35462 | 360,000 compounds, 2.5% hits | D3R cells, DiscoveRx beta-arrestin luminescence, antagonist mode; hits give low values | max response, negative = inhibition, %; in the data active = max response below about -50%; inconclusive = no clear call, values can overlap the other calls; also: % is scaled to controls: 0 for no effect and ±100 for the full control effect; mostly tested at two doses, the higher about 12 µM
#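 Cells plated overnight at 1500 cells/well, then exposed to library compounds with dopamine controls for 90 minutes at 37 degrees C. DiscoveRx reagent added for 30–60 minutes at room temperature; luminescence read, quantitative HTS format.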
# pAkt inh: blocks phosphorylation of Akt; Neuro2A IGF-stimulated pAkt S473 HTRF, 20 min; hits give low values; activity change, % for hits at 50 µM; 360,000 compounds, 0.32% hits; in the data active = activity change below about -80%; inconclusive = mostly about -51% to -80%; also: % is scaled to controls: 0 for no effect and ±100 for the full control effect
#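 Neuro2A cells (4,500/well, DMEM with 0.5% FBS) were treated with compound at a single 50 µM final concentration, stimulated with 6 nM IGF for 20 min at 37 °C, and lysed. Phospho-Akt Ser473 was read by HTRF as 665/615 ratio ×10^4.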
# Starred values were filed as active, the others as inactive; i = inactive; ? = inconclusive; / = no result given; & = joins results of further samples; [ ] = dose if it differs, or a comment. Unless noted, calls follow the shape of the dose curve; as a rule, active = well fitted curve in the direction sought with a large enough effect; inconclusive = small, poorly fitted or top-dose-only effect, or another doubt; inactive = no such curve, though single readings can be large; an effect the other way counts as inactive or inconclusive.
# Order of results – D3 ag	EPAC2 antag	CCT chaperon mod	Mm-Cpn inhibitor	PTHR1 ag	EPAC2 ag	D3 antag	pAkt inh
O=[N+]([O-])c1ccc2[nH]c(O)c(N=NC3CS(=O)(=O)CC3O)c2c1 (centres undefined)
    -8.8	4.9%	0.4	0.9%	-7.0%	6.1%	-22.6	i
O=C(COc1ccc([N+](=O)[O-])cc1)Nc1ccc(N2CCCC2)cc1
    3.8	10.2%	-2.6	?	i	-4.5%	12.5	i
CC[C@H](C)[C@H]1CNC(=S)N1CC1CCN(CC2CCC(C)CC2)CC1 (some centres undefined)
    -50.9	-5.0%	-0.7	/	-36.1%[inhibitor]	2.2%	-103.8*	i
CCCCn1nnnc1C(c1cc2ccccc2o1)N1CCN(C/C=C/c2ccccc2)CC1 (centres undefined)
    -5.5	-2.7%	-3.5	/	-9.0%	-1.9%	-72.1*	i
CC(=O)NC(c1ccc(F)c(F)c1)c1nc(-c2ccncc2)cs1 (centres undefined)
    -13.4	-10.2%	-3.3	/	-23.7%	14.1%	-15.2	i
Nc1cnc(CNc2ccccc2Cl)cn1
    12.6	-3.8%	-0.9	-5.1%	-75.3%[inhibitor]	9.0%	17.1	i
CCOc1ccc(NC(=O)CN(C)C(=O)CN2C(=O)c3ccc([N+](=O)[O-])cc3C2=O)cc1OCC
    1.6	-10.3%	-1.3	-1.4%	i	-13.1%	-1.7	i
CC(C)C[C@H](NC(=O)NCc1ccc(F)cc1)C(=O)O
    9.8	1.4%	-3.8	1.0%	-8.7%	8.6%	-1.3	i
COc1ccc(NS(=O)(=O)c2cc(C(=O)O)ccc2C)cc1
    5.4	-14.4%	-0.1	1.1%	i	7.4%	4.2	i
CNC(=O)COC(=O)c1c2c(nc3ccccc13)CCC2
    4.7	2.7%	-2.0	-4.9%	i	3.9%	3.6	i
COc1cccc(OC)c1C(=O)Nc1ccc(Cc2ccncc2)cc1
    12.8	2.0%	-3.7	0.4%	-12.9%	16.0%	14.8	i
CC[C@@H](NC(=O)[C@@H](Cc1ccccc1)NC(=O)CC[C@H]1O[C@@H](n2ccc(=O)[nH]c2=O)[C@H](O)[C@@H]1O)c1ccccc1
    5.8	8.5%	-2.1	/	-24.8%	6.7%	2.0	i
CCOC(=O)Cc1nnc(Nc2cc(C)ccc2C)c2ccccc12
    -3.7	-3.5%	0.3	-4.3%	i	-1.0%	-12.6	i
COc1cc(Cl)c(S(=O)(=O)NCCCn2ccnc2)cc1Cl
    1.9	11.5%	-4.0	-3.7%	-21.9%	8.1%	-19.3	i
O=C1/C(=C\c2cccnc2)SC(=S)N1C1CCS(=O)(=O)C1 (centres undefined)
    -6.8	5.5%	-2.3	1.6%	i	-10.0%	-20.8	/
Cc1onc(-c2ccccc2Cl)c1C(=O)OCC(=O)Nc1ccc2c(c1)OCO2
    -4.3	-9.9%	-3.8	-1.4%	-24.5%	21.4%	33.1	i
CCOC(=O)CC(=O)CSc1nc(N)c(C#N)c(-c2ccc(F)cc2)c1C#N
    8.1	-0.7%	-0.7	-24.5%	-6.1%[57.5 µM]	-1.5%	6.0	i
COc1ccccc1C1CC(c2ccco2)=NN1S(C)(=O)=O (centres undefined)
    9.2	9.3%	1.7	0.0%	-17.6%	5.5%	4.0	i
COC(=O)CSc1nc2sccc2c(=O)n1-c1ccccc1
    -19.0	-10.3%	-6.7	-1.2%	i	4.4%	9.4	i
COc1ccc(C(=O)N2CCCC(CO)C2)cc1OC1CCN(C(C)C)CC1 (centres undefined)
    5.3	2.1%	0.3	/	i	11.6%	55.1	i
O=C(Cn1nc(-c2ccccc2)ccc1=O)Nc1ccc(NC(=O)c2ccccn2)cc1
    -4.1	4.8%	1.1	0.4%	i	-4.7%	?	i
O=C(O)C1CCCCC1C(=O)N1CCCC1 (centres undefined)
    13.2	4.0%	-1.6	2.6%	i	2.2%	19.9	i
CN(C)N1C(N)=C(C#N)C(c2cccc(Cl)c2)C2=C1CCCC2=O (centres undefined)
    4.3	-9.6%	-0.4	-0.6%	i	0.5%	-8.8	i
O=C(c1ccccc1Cl)N1N=C(c2ccc(Br)cc2)CC1c1nc2ccccc2[nH]1 (centres undefined)
    -9.3	-2.7%	-0.9	-6.8%	-6.1%	8.0%	?	i
COc1cccc(-c2cc(C(=O)N3CCN(c4ccc(F)cc4)CC3)no2)c1
    3.6&5.7	-10.9%	-1.2	1.4%	i	-2.9%	-1.4	i
COc1cccc(-n2nnnc2SCC(=O)NCc2ccc3c(c2)OCO3)c1
    3.6	-8.4%	-0.4	1.0%	i	11.1%	13.7	i
CC(=O)N1c2ccc(S(=O)(=O)NCCC(=O)Nc3ccc(C)cn3)cc2CC1C (centres undefined)
    5.7	-1.3%	0.7	0.6%	-8.3%	3.9%	16.6	i
COCCCN1C(=O)C(=O)/C(=C(/O)c2ccc(OC(C)C)c(C)c2)C1c1ccncc1 (centres undefined)
    3.5	-6.2%	-0.2	-6.4%	-13.7%[57.5 µM]	12.4%	-15.8	i
COc1cc(-c2c(-c3ccsc3)sc3ccccc23)cc(OC)c1OC
    12.4	?	0.4	-5.1%	-28.9%	5.8%	38.1	i
CC(C(=O)NN=C(c1ccccc1)c1ccccc1)N1CCOCC1 (centres undefined)
    2.5	-1.0%	-4.8	-2.7%	-1.7%	0.9%	11.1	i

# As entered above.
# O=C(c1ccccc1Cl)N1N=C(c2ccc(Br)cc2)CC1c1nc2ccccc2[nH]1 (centres undefined) @ EPAC2 antag: -2.7%
# COc1cc(Cl)c(S(=O)(=O)NCCCn2ccnc2)cc1Cl @ D3 antag: -19.3
# O=C(Cn1nc(-c2ccccc2)ccc1=O)Nc1ccc(NC(=O)c2ccccn2)cc1 @ Mm-Cpn inhibitor: 0.4%
# CC[C@H](C)[C@H]1CNC(=S)N1CC1CCN(CC2CCC(C)CC2)CC1 (some centres undefined) @ EPAC2 antag: -5.0%
# O=C1/C(=C\c2cccnc2)SC(=S)N1C1CCS(=O)(=O)C1 (centres undefined) @ EPAC2 antag: 5.5%

# (next part)
# Order of results – D3 ag	EPAC2 antag	CCT chaperon mod	Mm-Cpn inhibitor	PTHR1 ag	EPAC2 ag	D3 antag	pAkt inh
Cc1cc(NC(=O)CSc2nc3ccccc3c(=O)n2Cc2ccccc2)no1
    -1.8	-4.7%	0.1	-2.8%	-18.4%[57.5 µM]	-3.9%	-6.9	i
Nc1nc(-c2ccc3ccccc3c2)cs1
    -4.3	-10.0%	0.1	0.7%	-34.1%	7.2%	11.9	i
Cc1ccc(S(=O)(=O)NC2OC(=O)C(Cl)=C2Cl)cc1 (centres undefined)
    1.0	-4.4%	-0.5	-1.7%	-3.2%[57.5 µM]	3.7%	?	i
Nc1nc(F)cc(N2CCCCCC2)n1
    0.6	-7.3%	-2.0	-7.8%	i	-4.2%	2.4	i
COC(=O)c1ccccc1NC(=O)NN1CCN(C)CC1
    3.1	4.3%	-2.8	1.1%	i	5.3%	-6.3	i
Cn1c(=O)c2ncn(CC(=O)Nc3ccc4c5c(cccc35)CC4)c2n(C)c1=O
    -3.3	20.3%	2.2	-5.0%	-61.6%[inhibitor]	2.0%	-27.1	i
CCCn1c(C)cc(/C=C(\C#N)C(=O)OCC(=O)N(CC)c2c(N)n(Cc3ccccc3)c(=O)[nH]c2=O)c1C
    0.0	1.4%	-3.1	/	-10.1%	-7.6%	0.1	i
N#CCCN(C(=O)CSc1ccc2c(c1)OCCO2)c1ccc(F)cc1
    -2.9	1.6%	0.1	0.8%	i	-3.3%	-22.2	i
CCN(C[C@H]1N[C@@](CC)(C(=O)OC)[C@H]2C(=O)N(Cc3ccccc3)C(=O)[C@@H]12)C(=O)c1ccccc1
    4.4	6.8%	1.0	2.4%	i	5.1%	17.2	i
Cc1ccc(CNC(=O)Cn2cccc2C(=O)c2ccccc2)cc1
    1.8	3.0%	0.2	/	-3.8%	2.8%	11.0	i
O=C(COc1ccccc1)N1CCN=C1SCc1ccc(F)cc1
    -15.7	1.5%	-0.2	1.7%	-1.6%	4.3%	10.6	i
CN(C)c1ccc(/C=N/NC(=O)c2ccn(C)n2)cc1
    -13.3	1.3%	-2.5	-2.8%	-8.3%	6.1%	12.4	i
COC(=O)CCN(C(=O)c1ccc(OC(C)=O)cc1)c1ccccn1
    1.6	1.2%	-1.0	-13.0%	i	-4.5%	17.8	i
Nc1ncc(Br)cc1S(=O)(=O)NCCC(=O)NCc1ccc(F)cc1
    2.3	0.4%	-3.2	-0.3%	-19.2%	-7.4%	3.4	i
CC(=O)c1ccc(S(=O)(=O)N(C)CCCC(=O)N(C)Cc2ccccc2F)cc1
    -11.8	-4.6%	-3.5	0.6%	i	9.7%	-17.9	i
Cc1ccc(NCC(=O)c2ccc(C)cc2)cc1
    -11.6	-4.3%	0.3	-7.5%	-22.9%	-7.9%	3.2	i
Cn1c(SCC(=O)NC2CC2)nnc1-c1ccccn1
    -2.2	3.3%	-2.3	-1.0%	i	9.2%	-16.1	i
CC1(C)CC(=O)c2cnc3nc4ccccc4n3c2C1
    -2.8	2.5%	-5.3	0.9%	i	-0.7%	-7.1	i

# Three structures from above, sorted by molecular weight, lowest first:
# Order of results – D3 ag	EPAC2 antag	CCT chaperon mod	Mm-Cpn inhibitor	PTHR1 ag	EPAC2 ag	D3 antag	pAkt inh
Cn1c(=O)c2ncn(CC(=O)Nc3ccc4c5c(cccc35)CC4)c2n(C)c1=O
    -3.3	20.3%	2.2	-5.0%	-61.6%[inhibitor]	2.0%	-27.1	i
Cc1cc(NC(=O)CSc2nc3ccccc3c(=O)n2Cc2ccccc2)no1
    -1.8	-4.7%	0.1	-2.8%	-18.4%[57.5 µM]	-3.9%	-6.9	i
CCCn1c(C)cc(/C=C(\C#N)C(=O)OCC(=O)N(CC)c2c(N)n(Cc3ccccc3)c(=O)[nH]c2=O)c1C
    0.0	1.4%	-3.1	/	-10.1%	-7.6%	0.1	i

# Source: PubChem BioAssay (National Center for Advancing Translational Sciences (NCATS))

# An excerpt; count on the stated rates, not on these rows.
